Assay outcomes deposited in PubChem by National Center for Advancing Translational Sciences (NCATS).
S2 tox = viability counter-screen for ATXN expression inhibitors; S2 cells (HEK-293 line with an ATXN2-luciferase reporter) viability, CellTiter-Fluor protease fluorescence, 24 h; Potency, µM (highest dose often 56.7 µM), actives largely listed as cytotoxic; hit rate 0.49% among 400,000; AID 651635; further: potency means the concentration at half of the fitted maximal effect; nearly all actives have a fitted effect of over 40% in size
A549 tox = kills or reduces viability of A549 cells in Nrf2 counter-screen; A549 ARE-Fluc cells, CellTiter-Fluor viability, 18-24 h; Potency, µM (series often up to 46 µM), for the others: at the highest dose activity change, negative = cytotoxicity, hits mostly inhibitors; hit rate 0.16% among 390,000; AID 504648; further: potency means the concentration at half of the fitted maximal effect; on the % scale 0 is the no-effect control and ±100 the full control effect
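A549 ARE-Fluc cells in 5% FBS OPTI-MEM, 5000 cells/well, rested 2 h then exposed to compounds in concentration-response for 18-24 h at 37 °C. Viability by CellTiter-Fluor fluorescence (Ex 405/Em 525) after 30 min; luciferase luminescence (BugLite, 15 min, RT) read afterwards.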
HepG2 viability = HepG2 cytotoxicity, counter-screen for TGF-b inhibitors | HepG2 CAGA-GFP viability, ATP luminescence, 18 h | Potency, µM (highest dose often 46.1 µM), inactives show top-dose activity change, negative = cytotoxicity, most hits filed as cytotoxic | hit rate 0.76% among 410,000 | AID 588856; further: potency means the concentration at half of the fitted maximal effect; some results filed as inactive show a strong effect at the top dose
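CellTiter-Glo luminescence gave cytotoxicity after 18 hours at 37 degrees C. The cells were HepG2 CAGA-GFP in 1% FBS DMEM, stimulated with 500 pg/mL TGF-beta after compound addition. %Activity was normalised to no-cell wells (complete cell-killing) and DMSO (no toxicity), and curves were fitted and classified.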
ATXN2 expr inh = ATXN2 expression inhibition. AID 1745845. HEK-293 ATXN2-luciferase reporter, luminescence, 24 h. Potency, µM (top dose mostly 57 µM), inactives show at the top dose activity change, negative = inhibition, actives largely listed as inhibitors. hit rate 0.72% among 360,000; further: potency means the concentration at half of the fitted maximal effect; on the % scale 0 is the no-effect control and ±100 the full control effect; nearly all actives have a fitted effect of over 55% in size
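ATXN2-luciferase reporter cells (luciferase flanked by upstream and downstream ATXN2 gene portions) were treated 24 h at 37 °C with compounds at up to 57 uM. SteadyGlo luminescence gave expression; GF-AFC fluorescence gave viability.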
TGFb inhibitor = blocks TGF-b signaling | HepG2 CAGA-GFP TGF-b/SMAD3 reporter, GFP fluorescence, 18 h; TGF-beta stimulated, 500 pg/mL final | Potency, µM (doses to about 46.1 µM), for inactives: at the highest dose activity, negative = inhibition, most hits filed as inhibitors | hit rate 1.2% among 410,000; further: potency means the concentration at half of the fitted maximal effect; on the % scale 0 is the no-effect control and ±100 the full control effect; nearly all actives have a fitted effect of over 65% in size
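Inhibition was scored as loss of TGF-beta-induced (500 pg/mL final, 18 hours, 37 degrees C) GFP in HEPG2 cells carrying a CAGA-GFP reporter, in DMEM with 1% FBS. Well GFP was summed per cell; Activity was normalised to unstimulated and stimulated DMSO wells, then concentration-response fitting.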
Nrf2 block = Nrf2 pathway inhibition; A549 ARE-Fluc reporter, luciferase luminescence, 18-24 h; Potency, µM (series often up to 46 µM), without a hit: at the top dose activity change, negative = inhibition, hits mostly inhibitors; hit rate 2.1% among 360,000; further: potency means the concentration at half of the fitted maximal effect; on the % scale 0 is the no-effect control and ±100 the full control effect; nearly all actives have a fitted effect of over 60% in size
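Concentration-response testing used A549 ARE_Fluc cells at 5000 cells/well. Following an 18-24 h compound incubation, viability was read by fluorescence (Ex 405/Em 525) and luciferase output by luminescence.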
MCF10A rerep = DNA re-replication induction in MCF 10a cells | Potency, µM (titrated, usually from 46.1 µM), without a hit: at the highest dose activity, positive = re-replication, actives largely listed as activators | hit rate 2.9% among 350,000 | MCF 10A DNA re-replication, Hoechst nuclear intensity, 48 h | AID 624296; further: potency means the concentration at half of the fitted maximal effect; % of control where 0% means no effect; nearly all actives have a fitted effect of over 50% in size
Nrf2 activator = activators of Nrf2 (ARE) signaling | AREc32 ARE-luciferase reporter (MCF7-derived line), luminescence, 24 h | Potency, µM (doses to about 46.1 µM), for the others: at the highest dose activation, actives largely listed as activators | hit rate 0.31% among 410,000 | AID 624171; further: potency means the concentration at half of the fitted maximal effect; % of control where 0% means no effect; nearly all actives have a fitted effect of over 65% in size
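Reporter line AREc32 (ARE-Fluc), seeded overnight in OPTI-MEM with 5% FBS; compound pin-transferred, 24 hr at 37 deg C, 5% CO2; luminescent read-out.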
IL1B secr inh = inflammasome signaling inhibition, IL-1 beta readout; THP-1 LPS/ATP IL-1B secretion, AlphaLISA, 16 h; stronger effect = lower value; activity change, % at 57.5 µM; hit rate 4.7% among 360,000; AID 743279; in the data active means activity change below about -50%; inconclusive means mostly about -30% to -49%; further: on the % scale 0 is the no-effect control and ±100 the full control effect
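Secreted IL-1B measured by AlphaLISA bead assay after 16 h compound exposure of THP-1 cells; compounds (final up to 57.5 uM) added 1 h before LPS (250 ng/mL) and ATP (1.25 mM) stimulation; lower signal means less secretion.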
Starred values were filed as active, the others as inactive; i = inactive; ? = inconclusive; . = no result given; & = joins results of further samples; [ ] = another dose, or the depositor's remark. Unless noted, the call rests on the fitted dose curve; in most records, active means well fitted curve in the direction sought with a large enough effect; inconclusive means small, poorly fitted or top-dose-only effect, or another doubt; inactive means no such curve, though single readings can be large; an effect the other way counts as inactive or inconclusive.

SMILES	S2 tox	A549 tox	HepG2 viability	ATXN2 expr inh	TGFb inhibitor	Nrf2 block	MCF10A rerep	Nrf2 activator	IL1B secr inh
CCCc1cc(=O)oc2cc(C)cc(OCC(=O)O)c12	i	0%	-33%	2%	-5%	-12%	-7%	1.5%	0
O=C(CCl)Nc1ccccc1C(=O)Nc1ccc2c(c1)OCO2	i	-7%	-25%	-15%	-9%	?	?	?	-97*
c1ccc(COC2COC3C(OCc4ccccc4)COC23)cc1 (stereo not given)	i	10%	1%	4%	2%	-5%	10%	2.6%	-7
CC(/C=N/n1cnnc1)=C\c1ccco1	i	-1%	-47%	8%	-4%	12%	1%	11µM*	32
O=C(COC(=O)C1CCC(=O)N1)Nc1ccccc1Br (stereo not given)	i	5%	2%	3%	-4%	13%	-1%	0.3%	5
O=C(CSc1ncnc2c1oc1ccccc12)NC1CCCCC1	i	0%	-27%	-6%	2%	-6%	-1%	-0.1%	-21
O=C(COC(=O)/C=C/c1ccccc1Cl)NC(=O)Cc1ccccc1	?	15%	-11%	5%	-30%	2%	-7%	20%	0
O=C(NCCCn1ccnc1)/C(=C\c1cccs1)NC(=O)c1ccco1	i	4%	1%	0%	-16%	8%	-8%	-0.7%	0
CN(C)/C=C(\C(=O)c1ccc(Cl)cc1)c1nnnn1-c1ccc(Cl)cc1	i	11%	-40%	-6%	-5%	0%	25%	0.0%	-27
Cc1cccc(-c2nc3c(c(SCC(=O)N4CCOCC4)n2)Cc2c(CO)cnc(C)c2O3)c1	i	0%	-25%	-21%	-19%	13%	0%	0.1%	?
Cn1c(SCc2ccccc2[N+](=O)[O-])nnc1-c1cccnc1	i	3%	-1%	11%	-37%	?	-6%	2.8%	-15
COc1ccc(-n2nnnc2S(=O)(=O)CC(=O)N2CCCCC2)cc1	10µM*	?	13µM*	13µM*	?	26µM*	7.3µM*	-4.0%	-110*
CC(C)(C)c1ccc(C(=O)NC2=NC(c3cccc(F)c3)CC(=O)N2)cc1 (stereo not given)	i	-1%	-2%	7%	3%	-2%	.	-0.1%	.
CCCN(CC(=O)Nc1ccccc1OC)CC(=O)c1c(N)n(Cc2ccccc2)c(=O)n(C)c1=O	i	-19%	-41%	.	?	13µM*	-1%	0.2%	-14
CCN(CC)S(=O)(=O)c1cccc(NC(=O)c2ccc(-n3nc(C)cc3C)cc2)c1	?	?	-1%	?	7.9µM*	18µM*	5%	1.1%	?
Cc1cc(C)c(NC(=O)CNC(=O)Cc2sc(C)nc2-c2ccc(F)cc2)c(C)c1	i	11%	-16%	-6%	?	4%	1%	1.1%	-14
C[C@]12CC[C@@H]3c4ccc(O)cc4CC[C@H]3[C@@H]1C[C@@H](O)[C@@H]2O	i	-7%	4%	29%&7%	35%	-9%	?	-0.5%	15
COc1ccccc1OCC#CCSc1ncccn1	i	-4%	-2%	.	-9%	12%	-4%	-0.1%	-7
COc1cccc(-c2cnc3c(NC(C)=O)cc(-c4cc(OC)c(OC)c(OC)c4)cn23)c1	i	.	-38%	7%	26%	.	.	26%	0
Cc1cc(Br)cn2c(Cc3ccsc3)c(C3CCCCC3)nc12	?	.	8%	5%	3%	.	.	16%	0

Looked up by structure from above (seven):
SMILES	S2 tox	A549 tox	HepG2 viability	ATXN2 expr inh	TGFb inhibitor	Nrf2 block	MCF10A rerep	Nrf2 activator	IL1B secr inh
CCN(CC)S(=O)(=O)c1cccc(NC(=O)c2ccc(-n3nc(C)cc3C)cc2)c1	?	?	-1%	?	7.9µM*	18µM*	5%	1.1%	?
CC(C)(C)c1ccc(C(=O)NC2=NC(c3cccc(F)c3)CC(=O)N2)cc1 (stereo not given)	i	-1%	-2%	7%	3%	-2%	.	-0.1%	.
Cn1c(SCc2ccccc2[N+](=O)[O-])nnc1-c1cccnc1	i	3%	-1%	11%	-37%	?	-6%	2.8%	-15
CCCc1cc(=O)oc2cc(C)cc(OCC(=O)O)c12	i	0%	-33%	2%	-5%	-12%	-7%	1.5%	0
COc1ccccc1OCC#CCSc1ncccn1	i	-4%	-2%	.	-9%	12%	-4%	-0.1%	-7
CC(/C=N/n1cnnc1)=C\c1ccco1	i	-1%	-47%	8%	-4%	12%	1%	11µM*	32
COc1ccc(-n2nnnc2S(=O)(=O)CC(=O)N2CCCCC2)cc1	10µM*	?	13µM*	13µM*	?	26µM*	7.3µM*	-4.0%	-110*

Next results.
SMILES	S2 tox	A549 tox	HepG2 viability	ATXN2 expr inh	TGFb inhibitor	Nrf2 block	MCF10A rerep	Nrf2 activator	IL1B secr inh
CC(=O)c1ccc(OC(=O)c2c(-c3ccccc3Cl)noc2C)cc1	i	10%	12%	8%	43%[activator]	-7%	.	15%	.
C#CC(c1ccccc1)(c1ccccc1)n1ccnc1	i	.	-17%	.	-5%	.	.	-0.5%	-16
O=C(CCC(=O)N1CCN(S(=O)(=O)c2ccc(Cl)cc2)CC1)NCc1ccccc1	i	10%	0%	-6%	-3%	2%	-4%	-0.2%	53
O=C(CSc1ncccc1-c1nc2ccccc2[nH]1)NCc1ccco1	i	6%	-17%	62%[activator]	-7%	.	0%	?	-12
CC(C)OCCCN1CC(=O)N2[C@@H](Cc3c([nH]c4ccccc34)C2(C)C)C1=O	i	0%	-7%	-18%	6%	5%	1%	-0.2%	24
COc1ccccc1-c1noc(Cn2cc(S(=O)(=O)N3CCCC3)ccc2=O)n1	i	-8%	-5%	-5%	9%	-18%	0%	-0.7%	10
Cc1ncc(C(=O)O)c(C(=O)O)c1N	i	4%	-3%	.	10%	-9%	?	-0.1%	-7
CN1CCN(C(=O)CCN2C(=O)/C(=C/c3cccc(Br)c3)SC2=S)CC1	?	0%	-175%	88%[activator]	18µM*	?	15µM*	?	-76*
NS(=O)(=O)c1ccc(NC(=O)Nc2cccc(Cl)c2)cc1	i	-7%	4%	7%	-9%	?	29%	0.7%	-20
COc1cccc(CNC(=O)[C@@H]2CCCN2C(=O)[C@@H]2CCCN2S(=O)(=O)c2ccc(OC)c(C)c2)c1	?	.	.	-15%	.	.	.	-0.2%	57
O=C(CSc1nc(C2CCCCC2)nc2ccccc12)NCc1ccc2c(c1)OCO2	.	-1%	-8%	.	-6%	-9%	0%	-1.0%	-1
Cc1cc(S(=O)(=O)N2CCN(Cc3ccccc3)CC2)c(C)s1	i	2%	6%	6%	-5%	-2%	-4%	0.4%	23
CCc1nnc(SCc2nc(-c3cccc(Cl)c3)oc2C)c2cc3sc(C)cc3n12	.	6%	-13%	.	?	-1%	.	0.6%	.
Cc1ccc(NCc2cccn2-c2nnc(N3CCC(C(=O)NCCC(C)C)CC3)s2)cc1	.	-4%	-26%	.	.	13%	.	2.7%	.
Cc1ccc(OCCCC(=O)N2CCOCC2)c(C)c1	i	-2%	6%	0%	-1%	?	3%	0.3%	11
COc1ccc(C2(C(=O)Nc3ccc(C(=O)O)cc3)CCOCC2)cc1	i	-4%	3%	-2%	-13%	4%	-7%	-0.1%	4
COc1cccc(N2CCN(C(=O)c3cnc4c(-c5ccc(F)cc5)c(C)nn4c3C)CC2)c1	.	0%	-21%	.	-13%	?	.	3.9%	.
Cc1cc(C)cc(CC(=O)N2CCC2(C)C(=O)NS(=O)(=O)c2cccc(OC(F)F)c2)c1 (stereo not given)	i	.	1%	2%	4%	.	.	0.1%	5
Cc1ccc(NC(=O)C2(C)CCCN2C)cc1C (stereo not given)	i	.	3%	14%	-5%	.	.	-0.2%	15
CCOC(=O)C(=Cc1ccc(-n2cncn2)cc1)C(=O)OCC	?	?	-93%	?	?	18µM*	4.6µM*	?	-99*
Cc1ccc(S(=O)(=O)N2CCC(C(=O)N3CCCCCCC3)CC2)cc1C	i	.	-22%	.	-6%	.	.	2.6%	-15
O=C(COc1cccnc1[N+](=O)[O-])Nc1cccc2ccccc12	i	-4%	2%	-12%	-2%	-11%	-3%	5.6µM*	-1
Cc1cc(=O)n2[nH]c(SCc3ccc(Cl)cc3)nc2n1	i	1%	-34%	11%	-23%	2%	1%	2.3%	33
O=C1NC[C@H](CCCCN2CCN(Cc3ccccc3)C(=O)C2=O)N(CCC2CCCCC2)C1=O	i	.	.	-1%	.	.	.	-0.9%	-1
O=C(NC(=S)N1CCN(c2ccc([N+](=O)[O-])cc2)CC1)c1ccc(F)cc1	?	?	-9%	-19%	?	?	?	9.2%	16
CSCc1cc(N(C)C)nc(SCc2ccc(Cl)c(Cl)c2)n1	i	1%	-19%	-15%	4%	?	-8%	0.3%	-13
NS(=O)(=O)c1ccc(CNC(=O)CSc2ccccc2)cc1	i	5%	-41%	9%	-8%	-11%	-7%	2.4%	-16
Cc1cc(C(=O)CSc2nc(N)cc(=O)[nH]2)c(C)n1CC1CCCO1 (stereo not given)	i	0%	-11%	-6%	-20%	-25%	-17%	7.3%	15
CCN(CCCNC(=O)c1cc2c(-c3cccc(OC)c3)nn(C)c2s1)Cc1ccccc1	?	-22%	-14%	?	-3%	-11%	?	8.4%	-84*
CCCCN(CCCC)C(=O)c1nsnc1-c1ccccc1O	i	-1%	-17%	-6%	-9%	.	?	-0.2%	-8
CCOC(=O)C1(CC2CCCCO2)CCN(C(=O)Nc2ccc(SC)cc2)CC1 (stereo not given)	i	0%	-27%	3%	-8%	?	3%	2.4%	-25
Cn1cnc2c(NCc3ccccc3)nc(Cl)nc21	.	11%	-7%	.	0%	15%	.	.	.
COc1cc2c3nnc(-c4ccc(F)cc4)c-3cn(Cc3cccc(F)c3)c2cc1OC	.	14%	-13%	-14%	40%[activator]	-6%	?	0.2%	-3
